# UTI89 phage lysis = inhibition of K1F phage lysis, E. coli UTI89, bacterial capsule biogenesis inhibitors, alamar blue (AID 488966) | E. coli UTI89 K1F phage lysis, alamar blue, 2 h; higher % means a stronger effect | inhibition, % at 100 µM; hits with a dose series show IC50 in µM | 340,000 tested, 0.02% active;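 active = phage lysis inhibition, versus mean bacterial control, above a set limit; inconclusive = no clear call, values can overlap the other calls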;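 also: capsule biogenesis inhibitors block K1F phage lysis so surviving cells raise fluorescence; higher fluorescence means more inhibition of phage lysis; actives were called in the ten point dose series up to 300 µM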
# P. falciparum M1AAP = P. falciparum M1AAP inhibitors, biochemical, fluorogenic H-Leu-NHMec substrate, 1536-well (AID 1445). recombinant M1AAP, H-Leu-NHMec fluorogenic kinetic assay; higher % means a stronger effect. inhibition, % at 30 µM, or IC50 in µM where a hit was titrated. 220,000 tested, 0.42% active;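 active = primary inhibition above the hit cutoff, then over 50% inhibition at one or more dose response concentrations, cut at about 23% in these data, passing the limit was not always enough; inconclusive = conflicting primary data, or primary hits not chosen for dose response; inactive = low primary inhibition, or under 50% at every dose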;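 also: plate controls were DMSO full reaction for no effect and no enzyme background for full effect; strong numbers were not always called active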
# human PMI inhibition = inhibitors of human PMI, primary screen, biochemical, fluorescence intensity, coupled assay (AID 1209). 190,000 tested, 0.42% active. inhibition, % at 20 µM, or IC50 in µM where a hit was titrated. Mannose-6-phosphate isomerase (Homo sapiens). purified PMI enzyme, coupled fluorescence intensity; higher % means a stronger effect;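 also: plate controls were DMSO vehicle for no effect and wells lacking substrate for full effect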
# human PMI inhibitors = human PMI inhibitors, high substrate, primary screen, biochemical, fluorescence intensity, high mannose 6-phosphate (AID 1220) | one-dose inhibition, % at 20 µM; IC50 in µM for titrated hits | 190,000 tested, 0.66% active | Mannose-6-phosphate isomerase (Homo sapiens) | recombinant PMI enzyme, coupled fluorescence intensity; higher % means a stronger effect
# West Nile virus CPE = West Nile virus antiviral activity, cell-based, CPE readout (AID 1621). West Nile virus-infected cells, CPE inhibition; higher % means a stronger effect. CPE inhibition, % at 10 µM, or IC50 in µM where a hit was titrated. 290,000 tested, 0.02% active; in the data active = a potency from the dose series; inconclusive = CPE inhibition mostly from about 3.7% at the one dose, without a potency; inactive = the rest, 99 in 100 with CPE inhibition below about 2.2%; also: strong numbers were not always called active
# TNAP activation fold = human TNAP enzyme activators, primary screen, biochemical, luminescent, no phosphate acceptor, uHTS (AID 1001); one-dose activation fold at 20 µM; EC50 in µM for titrated hits; 200,000 tested, 0.03% active; purified TNAP, luminescent activation assay, no phosphate acceptor; higher activation fold means a stronger effect; in the data active = activation fold from about 3, or a potency from the dose series; inactive = the rest, 99 in 100 with activation fold below about 1.6; also: many of its hits are not listed in these tables
# RSV CPE inhibition = RSV antiviral activity via CPE protection, HEp-2 cells, primary 10 µM value included (AID 2391); HEp-2 cells, RSV-induced CPE inhibition; higher % means a stronger effect; one-dose CPE inhibition, % at 10 µM; IC50 in µM for titrated hits; 310,000 tested, 0.13% active; in the data active = a potency from the dose series; inconclusive = CPE inhibition mostly from about 23% at the one dose, without a potency; inactive = the rest, 99 in 100 with CPE inhibition below about 21%; also: strong numbers were not always called active
# T cell modulator = modulators of CD8 T cell-vesicle binding, primary screen, mouse 2C CD8+ T cells, flow cytometry; 2C CD8+ T cell-vesicle binding; stronger effect = lower value; calls only at 7 µM; 330,000 tested, 0.068% active;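 active = response, share of CD8 T cells binding vesicles, and their 90th percentile fluorescence all below set limits, cut at about 80% in these data, passing the limit was not always enough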
#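 Test system: purified 2C TCR transgenic mouse naive CD8+ T cells. Probe or stimulus: QL9-peptide-loaded Drosophila micro-vesicles bearing Ld, ICAM-1 and B7-1. Incubation: binding step 1.5 h, 37 °C, antibody labelling 20 min, ice. Measured by: flow cytometry of vesicle-bound cells.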
# M17LAP inhibition = P. falciparum M17LAP inhibitors, primary screen, biochemical, fluorogenic H-Leu-NHMec substrate, 1536-well (AID 1619) | Leucine aminopeptidase (Plasmodium falciparum (isolate 3D7)) | recombinant M17LAP, H-Leu-NHMec fluorogenic kinetic assay; higher % means a stronger effect | inhibition, % at 30 µM; hits with a dose series show IC50 in µM | 220,000 tested, 0.38% active;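 active = compound inhibiting the enzyme by more than half at any dose during confirmatory dose-response retesting; inconclusive = strong single-dose inhibitors picked by rank but not retested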;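 also: plate controls were full reaction with DMSO carrier for no effect and no enzyme background for full effect; strong numbers were not always called active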
# T cell modulator vesicle-bound % = also measured in T cell modulator; calls as there; double positive events, %; measured here: CD8+ vesicle-bound cell fraction;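 binding gate set so that unloaded-vesicle control wells show 10% double positive cells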
# * hit, by the source's call; i = inactive; u = inconclusive; x = not tested or not shown; [ ] = another dose, or the depositor's remark. Rule as the data show it, unless noted: active = inhibition above about 50%; inactive = the rest.
SMILES,UTI89 phage lysis,P. falciparum M1AAP,human PMI inhibition,human PMI inhibitors,West Nile virus CPE,TNAP activation fold,RSV CPE inhibition,T cell modulator,T cell modulator vesicle-bound %,M17LAP inhibition
COC(=O)C(CSCc1ccccc1)NC(=O)CSc1nc(C)cc(=O)[nH]1 (stereo not drawn),x,0%,-4%,-6%,0.7%,1,-0.2%,i,29,0%
Nc1cc([N+](=O)[O-])ccc1Nc1ccc(O)cc1,0.7%,-1%,x,x,0.3%,x,0.0%,i,39,3%
CC(=O)c1ccc(N2CCN(S(=O)(=O)c3cccc(S(=O)(=O)N4CCOCC4)c3)CC2)cc1,4.2%,9%,17%,10%,-0.5%,1.1,2.2%,i,67,-3%
Nc1ccccc1-c1nc2ccccc2s1,0.3%[50 µM],7%,11%,6%,0.0%,1.2,1.3%,i,18,-11%
CCCCOc1ccc(N2C(N)=NC(N)=NC23CCCCC3)cc1,1.4%,x,x,x,-0.5%,x,3.8%,i,64,x
Cn1ncc([N+](=O)[O-])c1C(=O)N/N=C/c1cccc([N+](=O)[O-])c1,-0.1%,4%,1%,-2%,-0.8%,1,2.2%,i,49,13%
Nc1ncnc(N2CCc3ccccc32)c1[N+](=O)[O-],0.2%,5%,1%,0%,-0.1%,1,u,i,48,2%
N#Cc1c(Sc2ncc(C(F)(F)F)cc2Cl)nsc1C/C=N\OCc1ccccc1Br,0.4%,2%,-46%,-75%,0.1%,1.1,2.3%,i,21,1%
CC(=O)c1cccc(Nc2cc(C)nc3c(C)cccc23)c1,-0.5%,6%,x,x,-0.2%,x,10%,i,38,4%
CC12CCC(C(=O)N/N=C/c3ccc(O)cc3)(OC1=O)C2(C)C (stereo not drawn),0.0%,3%,x,x,0.7%,x,-0.4%,i,35,-5%
Cc1ccc(C2=N/C(=C\c3c(C)nn(-c4ccccc4)c3N3CCCC3)C(=O)O2)cc1,-0.2%,-3%,-6%,2%,-0.3%,0.7,3.2%,i,62,-6%
CCOc1ccc(CCNC(=O)CSc2nc3ncc(Cl)cc3[nH]2)cc1OCC,-0.1%,x,x,x,0.1%,x,2.6%,i,8,x
O=C(NCCNC(=O)C(c1ccccc1)c1ccccc1)c1ccco1,0.0%,3%,2%,-4%,-0.5%,1.1,1.4%,i,62,7%
CCO[C@H]1OC(C(=O)N2CCN(C)CC2)=C[C@@H](C(C)(C)C)[C@@H]1CCCO,-0.9%,-1%,6%,-3%,-0.5%,1,0.1%,i,28,-9%
Cc1ccc(OCCNC(=O)c2cc(C(=O)NCCOc3ccc(C)cc3)cc([N+](=O)[O-])c2)cc1,0.7%,-3%,5%,9%,-1.7%,1,3.5%,i,52,14%
Cn1c(=O)c2c(nc(Cl)n2Cc2ccncc2)n(C)c1=O,5.1%,8%,-10%,-9%,-0.7%,1.1,-0.9%,i,33,4%
COc1ccc(/C=C2\CN(Cc3ccccc3)C/C(=C\c3ccc(OC)cc3)C2=O)cc1,-4.4%,3%,13%,-15%,-0.2%,1.1,-1.5%,i,44,10%
CCCCCCC(CC(=O)NCc1cccnc1)CC(=O)NCc1cccnc1,-0.1%,x,x,x,-0.2%,x,0.3%,i,64,x
CCSc1ccccc1C(=O)NCCCn1ccnc1,0.4%,4%,-7%,-9%,-0.7%,1,1.0%,i,8,15%
O=S(=O)(NC1c2cccc3cccc(c23)C1N1CCN(CCO)CC1)c1ccccc1 (stereo not drawn),2.1%,11%,-5%,-4%,2.5%,1.1,x,x,x,-9%

# One compound at a time, as listed above. Order of values: UTI89 phage lysis, P. falciparum M1AAP, human PMI inhibition, human PMI inhibitors, West Nile virus CPE, TNAP activation fold, RSV CPE inhibition, T cell modulator, T cell modulator vesicle-bound %, M17LAP inhibition
# Cc1ccc(OCCNC(=O)c2cc(C(=O)NCCOc3ccc(C)cc3)cc([N+](=O)[O-])c2)cc1 in the list: 0.7%, -3%, 5%, 9%, -1.7%, 1, 3.5%, i, 52, 14%
# CCOc1ccc(CCNC(=O)CSc2nc3ncc(Cl)cc3[nH]2)cc1OCC in the list: -0.1%, x, x, x, 0.1%, x, 2.6%, i, 8, x

# Limited to RSV CPE inhibition and T cell modulator vesicle-bound %, for 3 of the compounds above:
SMILES | RSV CPE inhibition | T cell modulator vesicle-bound %
N#Cc1c(Sc2ncc(C(F)(F)F)cc2Cl)nsc1C/C=N\OCc1ccccc1Br | 2.3% | 21
Nc1ncnc(N2CCc3ccccc32)c1[N+](=O)[O-] | u | 48
CCOc1ccc(CCNC(=O)CSc2nc3ncc(Cl)cc3[nH]2)cc1OCC | 2.6% | 8

# The main list resumes, repeating the 2 entries before the break.
SMILES,UTI89 phage lysis,P. falciparum M1AAP,human PMI inhibition,human PMI inhibitors,West Nile virus CPE,TNAP activation fold,RSV CPE inhibition,T cell modulator,T cell modulator vesicle-bound %,M17LAP inhibition
CCSc1ccccc1C(=O)NCCCn1ccnc1,0.4%,4%,-7%,-9%,-0.7%,1,1.0%,i,8,15%
O=S(=O)(NC1c2cccc3cccc(c23)C1N1CCN(CCO)CC1)c1ccccc1 (stereo not drawn),2.1%,11%,-5%,-4%,2.5%,1.1,x,x,x,-9%
COc1ccc(C(CC(=O)Nc2ccccn2)N2Cc3ccccc3C2=O)cc1 (stereo not drawn),-0.1%,x,x,x,-1.4%,x,0.1%,i,48,x
CCOC(=O)C(C)Sc1nc(-c2cccs2)ccc1C#N (stereo not drawn),-1.7%,6%,-11%,-32%,1.1%,1,2.1%,i,37,-3%
CCOC(=O)N1CCC(Nc2cc(C)nc3c(-c4ccccc4OC)c(C)nn23)CC1,1.0%,2%,13%,8%,x,1,2.3%,i,36,-11%
CCNC(=O)COC(=O)c1cc(=O)[nH]c2ccccc12,9.2%,3%,-1%,-4%,0.1%,1.1,1.1%,i,7,-16%
O=C(c1nc2ccc(Cl)cn2c1CNCC[C@@H]1C[C@@H]2C=C[C@H]1C2)N1CCCCCCC1,0.3%,-4%,9%,6%,1.9%,1.1,4.3%,i,35,0%
O=C(Cc1ccccc1)N1CCC2(CC1)NCCc1[nH]cnc12,0.1%,x,x,x,-0.1%,x,1.8%,i,15,x
CCOC(=O)C(C(=O)OCC)c1c([N+](=O)[O-])c(=O)n2c3c(cccc13)CCC2,0.1%,x,x,x,-0.8%,x,13%,i,21,x
O=C(CCN1C(=O)c2ccccc2C1=O)Nc1cccc(F)c1,3.3%,-7%,3%,7%,-0.3%,1.2,1.5%,i,20,0%
CCOC(=O)CSC1=C(C#N)C(c2ccccc2OCC)C(C(=O)OCC)C(=O)N1 (stereo not drawn),0.0%,20%,-2%,7%,1.1%,1.1,5.2%,i,34,5%
O=C(c1ccc2c(c1)OCO2)N1CCN=C1SCc1ccccc1,0.3%,4%,24%,23%,2.7%,1,1.4%,i,44,-6%
COc1ccc(CNC(=O)c2cnc(C)cn2)c(OC)c1,1.9%,4%,2%,-2%,-0.2%,1,1.9%,i,18,0%
O=C(CCn1c(=O)oc2ccc(Cl)cc21)N1CCN(c2ccccc2)CC1,0.3%,x,x,x,-1.1%,x,1.0%,i,61,x
Cc1ccn2c(NC(=O)c3ccccc3)c(-c3ccccc3)nc2c1,0.4%,x,x,x,-0.2%,x,0.1%,i,68,x
COc1ccc(C(=O)Nc2cc(C)on2)cc1[N+](=O)[O-],0.5%,1%,-11%,-16%,0.6%,1.1,2.5%,i,22,-12%
O=C(NCc1ccc2c(c1)OCO2)c1cnc2ccccn2c1=O,4.5%,9%,14%,12%,-0.3%,1.1,0.1%,i,34,-1%
Cc1ccc(NC2c3ccccc3C(=O)N2c2cccnc2)cc1 (stereo not drawn),0.4%,-5%,x,x,-0.2%,x,3.2%,i,29,-2%
O=c1c(-c2ccc3c(c2)OCCO3)coc2cc(OC3OC(CO)C(O)C(O)C3O)ccc12 (stereo not drawn),0.3%,10%,x,x,-0.1%,x,-0.2%,i,56,15%
CC(C)CNC(=O)CN1c2cccc3cccc(c23)S1(=O)=O,-0.4%,x,x,x,-0.8%,x,5.7%,i,9,x
O=c1[nH]c(CSc2cccc[n+]2[O-])nc2ccccc12,0.0%,-1%,x,x,-0.5%,x,0.3%,i,28,-2%
O=C(COC(=O)c1cncc(Br)c1)NCc1ccc(F)cc1,0.4%,-1%,1%,13%,-0.1%,1.1,1.2%,i,23,-6%

# 3 entries out of the list above, sorted by the value under human PMI inhibitors, lowest first:
SMILES	P. falciparum M1AAP	human PMI inhibition	human PMI inhibitors	West Nile virus CPE	TNAP activation fold	RSV CPE inhibition	T cell modulator	T cell modulator vesicle-bound %	M17LAP inhibition
Nc1ncnc(N2CCc3ccccc32)c1[N+](=O)[O-]	5%	1%	0%	-0.1%	1	u	i	48	2%
Nc1ccccc1-c1nc2ccccc2s1	7%	11%	6%	0.0%	1.2	1.3%	i	18	-11%
O=C(NCc1ccc2c(c1)OCO2)c1cnc2ccccn2c1=O	9%	14%	12%	-0.3%	1.1	0.1%	i	34	-1%

# Next compounds follow:
SMILES,UTI89 phage lysis,P. falciparum M1AAP,human PMI inhibition,human PMI inhibitors,West Nile virus CPE,TNAP activation fold,RSV CPE inhibition,T cell modulator,T cell modulator vesicle-bound %,M17LAP inhibition
O=c1cc(Cl)[nH]n(-c2ccccc2)c1=O,-0.5%,x,x,x,0.5%,x,0.3%,i,51,x
CCN(CC)C(=O)C(Oc1ccc(C)nc1[N+](=O)[O-])c1ccccc1 (stereo not drawn),0.2%,x,x,x,-1.1%,x,1.0%,i,35,x
CCOc1ccc2sc(NS(=O)(=O)c3ccc(OC)c(OC)c3)nc2c1,0.1%,5%,14%,10%,0.0%,1.1,4.7%,i,32,34%
CN/N=C/c1ccc(C#N)cc1,0.0%,0%,-12%,-4%,-0.2%,1.1,-0.1%,i,48,15%
COc1ccc(-c2cc(C(F)F)n3ncc(C(=O)NCCCN4CCCC4=O)c3n2)cc1,-1.5%,7%,10%,11%,-0.5%,1.1,1.9%,i,39,-13%
COc1ccc(NC(=O)c2ccc(-n3nc(C)cc3C)cc2)cc1OC,0.1%,-5%,14%,15%,0.1%,1.1,5.1%,i,31,3%
CCN(c1ccccc1)S(=O)(=O)c1ccc(N)cc1,1.9%,-3%,7%,10%,-0.3%,1.2,0.6%,i,48,-5%
